# Screening results: PubChem BioAssay, Icahn School of Medicine at Mount Sinai
# RBX1-CUL1 inh: blocks human RBX1-Cullin-1 di-ubiquitin formation | P62877+Q13616 | in vitro K48 di-Ub FRET, acceptor:donor ratio, 45 min | inhibition, % at 10 µM | hit rate 0.6% among 140,000; in the data active means inhibition above about 25%
# Target sequence (P62877 whole entry, looked up): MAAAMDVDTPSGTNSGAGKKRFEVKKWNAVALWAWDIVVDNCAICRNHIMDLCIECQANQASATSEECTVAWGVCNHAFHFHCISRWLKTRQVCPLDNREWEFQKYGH
# Target sequence (Q13616 whole entry, looked up): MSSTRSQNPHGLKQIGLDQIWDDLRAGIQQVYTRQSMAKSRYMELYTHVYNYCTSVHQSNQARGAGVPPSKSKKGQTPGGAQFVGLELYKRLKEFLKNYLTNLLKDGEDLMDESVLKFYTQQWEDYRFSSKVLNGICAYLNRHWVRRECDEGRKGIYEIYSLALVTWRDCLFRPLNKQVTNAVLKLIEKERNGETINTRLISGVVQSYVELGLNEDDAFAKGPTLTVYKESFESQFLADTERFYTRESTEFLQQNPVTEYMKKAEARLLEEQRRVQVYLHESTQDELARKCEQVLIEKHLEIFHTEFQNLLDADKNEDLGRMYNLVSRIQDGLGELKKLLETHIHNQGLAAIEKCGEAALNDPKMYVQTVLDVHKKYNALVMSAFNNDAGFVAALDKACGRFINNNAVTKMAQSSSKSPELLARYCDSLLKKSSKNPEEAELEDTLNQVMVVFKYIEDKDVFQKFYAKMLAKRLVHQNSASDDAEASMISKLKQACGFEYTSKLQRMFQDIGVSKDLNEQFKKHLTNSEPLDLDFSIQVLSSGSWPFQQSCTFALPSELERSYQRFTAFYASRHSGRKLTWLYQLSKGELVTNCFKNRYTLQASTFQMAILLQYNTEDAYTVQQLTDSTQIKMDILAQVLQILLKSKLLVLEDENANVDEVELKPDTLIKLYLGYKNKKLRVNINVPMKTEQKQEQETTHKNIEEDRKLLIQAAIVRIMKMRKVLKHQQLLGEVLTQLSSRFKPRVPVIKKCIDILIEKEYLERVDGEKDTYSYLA
# The depositor's hits bear a star; & = joins results of further samples.
SMILES,RBX1-CUL1 inh
COc1cccc(CC2CN(C(=O)c3c(C)nc4ncccn34)CCO2)c1 (stereo unspecified),-1
CN(CCc1ccccn1)c1ncccc1CNC(=O)c1ncoc1C1CC1,11
Cc1cc(C(=O)Nc2ccc(C)c(Cl)c2)no1,-6
CCOC(=O)C1CCN(C(c2cccc(F)c2)C2C(=O)C=C(C)N(Cc3ccco3)C2=O)CC1 (stereo unspecified),-4
CC(C)COc1ccc(C(=O)Nc2cc(-c3ccccc3)no2)cc1,2
CCOC(=O)CNC(=O)CC(C(=O)O)c1ccc(OC(C)C)cc1 (stereo unspecified),-9
CCCC1=Nc2nc(NCc3c(F)cccc3Cl)nn2C(=O)C1,-2
CCC(C)NC(=O)c1ccc2c(c1)nc1n2CCCCC1 (stereo unspecified),-1
COc1ccc(Sc2ccccc2/C=N\NC(N)=O)cc1OC,-15
CCN(CC)CC(O)COc1cc(CN(C)C2CCOCC2)ccc1OC (stereo unspecified),-1
CSc1ccc(NC(=O)Cn2nnnc2-c2ccccc2F)cc1,-1
Cc1cc2oc(C(=O)Nc3ccc(S(=O)(=O)N4CCC(C)CC4)cc3)cc(=O)c2cc1C,-1
CCc1cc2c(=O)n(-c3ccc(Cl)cc3)c(SCC(=O)c3ccccc3)nc2s1,-11
COC(=O)c1c(-c2ccc(Cl)cc2)csc1NC(=O)CSc1ccccc1,-8
O=C1C=C(c2ccncc2)N(c2ccc(Cl)cc2)C(=O)C1Cc1ccccc1 (stereo unspecified),-1
Cc1ccc(CNC(=O)C(C)n2nc(C)n3c(cc4sccc43)c2=O)cc1 (stereo unspecified),-7
O=c1/c(=C\c2cc3c(cc2[N+](=O)[O-])OCO3)sc2n1C(c1cccs1)C1=C(N=2)c2ccccc2CC1 (stereo unspecified),-7
CN(CC(=O)Nc1ccccc1C(F)(F)F)C1CCCCC1,-4
COc1ccc(Br)c(/C=C2/C(=O)N(C)N=C2c2ccccc2)c1,-7
CCOC(=O)c1sc2nc(SCc3ccccc3)nc(-c3ccc(Cl)cc3)c2c1N,-4
COc1ccc(OC)c(C(=O)c2coc3ccc(OC(C)=O)cc23)c1,-4
C=CCSc1nc(N)c2c(C)c(C)sc2n1,-2
COc1cc(C2C(C(C)=O)C(=O)C(=O)N2c2ccc(Br)cc2)ccc1O (stereo unspecified),-5
COc1cc(C(c2c(C)[nH]n(-c3ccccc3)c2=O)c2c(C)[nH]n(-c3ccccc3)c2=O)ccc1C,-17
CC(C)NC(=O)Cn1nc(N2CCN(c3ccccc3)CC2)ccc1=O,3
CC(=O)N1CCc2c(sc(NC(=O)CSc3ccc(C)cc3)c2-c2nc3ccccc3s2)C1,-1
Cc1[nH]c2ccccc2c1C(c1ccc(Cl)cc1Cl)c1c(C)[nH]c2ccccc12,-1
Cc1nn2c([N+](=O)[O-])c(Cl)nc2s1,6
CCN1C(=O)/C(=C/c2cc(OC)c(OCC(=O)O)cc2Br)SC1=Nc1ccc(OC)cc1,7
COc1ccc(OC)c(NC(=O)c2ccc(CSc3ncccn3)cc2)c1,8
Nn1c(SCc2ccc(F)cc2)nc2sc(-c3ccccc3)cc2c1=O,10
Cn1c(=NC(=O)c2ccc(S(=O)(=O)N3CCCC3)cc2)sc2cc(F)ccc21,6
CCCCN(C(=O)CCn1c(=O)oc2ccccc21)c1ccccc1,-5
Cc1nc(NC(=O)c2oc3ccccc3c2C)sc1C,-12
COc1cc(-c2cccs2)c(OC)cc1-c1cccs1,1
Cc1nccn1CC1CCCN(C(=O)Nc2nnc(Cc3ccccc3)s2)C1 (stereo unspecified),2
CCc1ccccc1NC(=O)c1nn2c(C(F)(F)F)cc(-c3ccc(Br)cc3)nc2c1Cl,0
CC(=O)c1cccc(NC(=O)C2CCN(c3ncnc4c3nc3n4CCCCC3)CC2)c1,-3
CC(C)c1ccc(CCC(=O)N2CCOCC2)cc1,7
CCn1ccnc(-n2nnc3ccccc32)c1=Nc1ccccc1,-6
Cc1ccc(NS(=O)(=O)Cc2ccc(F)cc2)cc1C,-4
CCOC(=O)C1=C(C)N=c2s/c(=C/c3ccc(Oc4ccc([N+](=O)[O-])cc4[N+](=O)[O-])cc3)c(=O)n2C1c1ccc(OC)cc1 (stereo unspecified),-12
CCOc1cc(CNC2CCCC2)cc(Cl)c1OCc1ccc(F)cc1,-7
CCCOC(=O)c1c(-c2ccc(OC)cc2)csc1NC(=O)c1cccnc1Cl,-1
CCOC(=O)c1ccc(NC(=O)CSc2nnc(CNc3ccc(F)cc3)o2)cc1,7
CCNC(=O)c1cnc2c(-c3ccccc3)c(C)nn2c1C,1
CCC(CC)C(=O)N1CCN(c2ccc(OC)cc2)CC1,-5
N#CC1C(=N)OC2=C(C(=O)CC(c3ccccc3)C2)C1c1cccc(Br)c1 (stereo unspecified),5
COCCOC1CCN(c2nncc(-c3ccccc3C)n2)CC1,-4
COC(=O)c1ccc(Cn2nnc3c(=O)[nH]c(C4CCCN(S(=O)(=O)c5ccccc5Cl)C4)nc32)cc1 (stereo unspecified),-1
CN1CCN(C2=Cc3ccccc3Sc3cc(F)c(Cl)cc32)CC1,2
CC1C(=NC(=O)c2cc(-c3ccc(F)cc3)on2)C(=O)N(c2ccccc2)N1C (stereo unspecified),-4
CC(=O)C1=NN(c2ccccc2)C(c2ccc(N(C)C)cc2)N1c1cccc(Cl)c1 (stereo unspecified),3
Cc1nn(CC(=O)Nc2sc3c(c2C(N)=O)CCC(C(C)(C)C)C3)c(C)c1[N+](=O)[O-] (stereo unspecified),3
Cc1ccc(C(=O)Nc2cccc(C(=O)OCc3cc(=O)n4c5c(sc4n3)CCCC5)c2)cc1,-4
COc1ccc(C2=[N+](C)CCn3cccc32)c(OC)c1,1
CCOC(=O)c1c(NC(=O)c2cc(OC)c(OC)c(OC)c2)sc(C)c1-c1ccc(F)cc1,-7
CC1=CC(=O)c2c(O)cc(OS(=O)(=O)c3ccc(C)cc3)cc2C1,-2
CCCCCn1c(CO)nc2ccccc21,4
COc1ccc2c(c1)NC(C)(C)c1ssc(=NCc3ccccc3)c1-2,4

# (more compounds)
SMILES,RBX1-CUL1 inh
CC(=O)N1CCC(Oc2ccc(Cl)cc2C(=O)NCCOc2cccnc2)CC1,8
CCCSCCCNC(=O)C1CCCN(C(=O)c2cnn(-c3ccccc3)c2-n2cccc2)C1 (stereo unspecified),-7
O=C(CN1C(=O)c2ccccc2S1(=O)=O)NCCSCc1ccc(Cl)cc1Cl,4
O=C(CCc1cccs1)N1CCc2[nH]nc(-c3ccc(F)cc3F)c2C1,0
CN(C(=O)CSc1nc2ccccc2[nH]1)c1ccc(F)cc1,-8
CN(C)c1ccc(NC(=S)N(CCc2ccccc2)C2CC(=O)N(c3c(Cl)cccc3Cl)C2=O)cc1 (stereo unspecified),-2
O=C1NCC(c2ccccc2)C1C(=O)N/N=C/c1ccc2ccccc2c1 (stereo unspecified),9
CCCOc1ccc(Cn2c(=O)sc3ccccc32)cc1,10
CCC1=NN(C(=Nc2nnc(CC)s2)N2CCCCC2)[C@@H](c2ccccc2O)S1,0
O=C(COc1ccc(S(=O)(=O)NC2CCCCC2)cc1)Nc1cc(Cl)ccc1Cl,-8
CNC(=O)C1CCC(Cn2c(=O)c3sccc3n(CC(=O)Nc3cc(F)ccc3F)c2=O)CC1 (stereo unspecified),-4
COc1ccc(-c2csc(NNC(=O)c3ccc(Br)cc3)n2)cc1,2
CSc1ccc(C2C3=C(CC(c4ccccc4)CC3=O)OC(=N)C2C#N)cc1 (stereo unspecified),-9
CN1C(C(=O)Nc2ccc(F)cc2F)=CC(c2ccco2)=NS1(=O)=O,3
CCOc1ccc(N=C2NC(=O)/C(=C\c3ccc(Br)o3)S2)cc1,6
O=C(CC1COc2ccccc2O1)Nc1ccc(Br)cc1 (stereo unspecified),2
Cc1c(/C=C2/C(=O)NC(=S)N(c3cccc(Cl)c3Cl)C2=O)c2ccccc2n1C,-5
O=C(O)CCCC(=O)NNc1nc(-c2ccccc2)c2cc(Cl)ccc2n1,-1
Cc1ccc(-c2nnc(Nc3ccc(F)cc3)c3ccccc23)cc1S(=O)(=O)N1CCN(C)CC1,6
CCOc1cc(C=C2C(=O)NC(=O)NC2=O)ccc1OCC(N)=O,-8
N#CC1C(=N)Oc2n[nH]c(-c3cccs3)c2C1c1ccc(Cl)c(Cl)c1 (stereo unspecified),-3
CN1CCN(CCOc2ccccc2-c2ccccc2)CC1,4
Nc1c(C(=O)Nc2ccc3ccccc3c2)sc2nc(-c3cccs3)cc(C(F)(F)F)c12,6
COC(=O)NCCn1c([N+](=O)[O-])cnc1C,12
C/C=C/Cn1c(=O)c2c(nc3n(Cc4ccccc4)c(C)cn23)n(C)c1=O,-2
O=C(Nc1ccccc1C(F)(F)F)C1CC1c1ccccc1 (stereo unspecified),-1
COc1ccc(C(=O)n2nc(-c3ccccc3)c3ccccc32)cc1,0
COc1cc(C2C3=C(CCCC3=O)OC(=N)C2C#N)ccc1OCc1cccc(C(F)(F)F)c1 (stereo unspecified),1
COc1ccc(CCN=C2CC(C)(C)CC(=O)C2C(=O)Cc2ccccc2)cc1OC (stereo unspecified),-6
Cc1ccc(C)c(CN2C(=O)c3ccccc3S(=O)c3ccc(C(=O)NCc4ccccc4)cc32)c1 (stereo unspecified),-10
O=C(c1cccc(Cl)c1)N1CCN(CCc2ccccn2)CC1,-5
Cc1ccccc1NC(=O)CSC1=Nc2ccccc2C2=NC(Cc3ccccc3)C(=O)N12 (stereo unspecified),6
Cn1cnnc1CCC(=O)NCC1CCN(c2cnn(C)c(=O)c2)CC1,-6
CCOC(=O)c1c(N)nn(C(=O)C(C)C)c1-c1ccccc1,-3
COc1ccc(OC)c(C(O)CNC2CCNCC2)c1 (stereo unspecified),10
CC(C)(C)c1c([O-])[n+]2c3n(c1=O)CCCN3CCC2,7
COc1ccc(S(=O)(=O)Oc2ccc(O)c(C(C)(C)C)c2)cc1,4
COc1cc(OC)c(C(=O)Nc2nnc(C)s2)cc1OC,-10
COc1ccc(OC)c(NC(=O)CSc2nccn2-c2cc(C)cc(C)c2)c1,-4
O=C1NC(=O)N(c2ccc(F)cc2)C2=NC(=O)C(NS(=O)(=O)c3ccc(Cl)cc3)(C(F)(F)F)C12 (stereo unspecified),8

# Exported with values ahead of the structure: two of the compounds above.
RBX1-CUL1 inh,canonical_smiles
-6,Cn1cnnc1CCC(=O)NCC1CCN(c2cnn(C)c(=O)c2)CC1
-3,CCOC(=O)c1c(N)nn(C(=O)C(C)C)c1-c1ccccc1

# (listing goes on)
SMILES,RBX1-CUL1 inh
Cc1ccc(NS(=O)(=O)c2ccc3c(c2)CCCN3C(=O)C2CCC2)c(C)c1,5
O=C1NC(=Nc2ccc(Br)cc2)S/C1=C\c1cccc(F)c1,1
COc1cccc(-c2ccc3c(N)c(C(=O)Nc4ccc(Cl)cc4F)sc3n2)c1,-5&8
COC(=O)c1ccccc1SCC(=O)Nc1nccs1,-1
Cc1ccc2c(=O)c(C(=O)c3ccc(F)cc3)cn(CC(=O)NC3CCCCC3)c2n1,-7
C=CCn1c(CNc2cccc3ccccc23)nnc1SC(C)C(=O)N/N=C/c1ccc(O)cc1O (stereo unspecified),-6
CC1(C)CC(=O)C2=C(C1)N(c1ccccc1)C(=N)C(C#N)C2c1ccc(Br)cc1 (stereo unspecified),1
N#CC1C(=N)N(c2ccc(C(N)=O)cc2)C2=C(CCC2)C1(C(F)(F)F)C(F)(F)F (stereo unspecified),11
COc1cc(C2C3=C(CCCC3=O)N=C3CCCC(=O)C32)cc(Cl)c1OCc1ccc(C(=O)O)cc1 (stereo unspecified),4
CCN1C(=O)CC(CC(=O)N2CCN(Cc3ccccn3)CC2)(c2cccc(C(F)(F)F)c2)C1=O (stereo unspecified),9
N#Cc1cccc(NC(=O)C2CCN(c3cnccn3)CC2)c1,-1
Cc1cc(C)cc(NC(=O)Cn2c(=O)n(Cc3ccc4c(c3)OCO4)c(=O)c3oc4ccccc4c32)c1,-7
CCC(C)Oc1ccc(C=C2C(=O)c3ccccc3C2=O)cc1 (stereo unspecified),-1
COc1ccc(C2SCCN2S(=O)(=O)c2ccc([N+](=O)[O-])cc2)cc1Br (stereo unspecified),6
COC(=O)c1c(OC)cc(C)cc1OC,6
Cc1nn(CCC(=O)Nc2cc(F)ccc2F)c(=O)c2nn(-c3ccccc3)c(C)c12,-7
NS(=O)(=O)c1ccc2[nH]c(=O)c3nnc(-c4ccccc4)n3c2c1,2
CCn1c(=N)c(C(=O)NCC2CCCO2)cc2c(=O)n3cc(C)ccc3nc21 (stereo unspecified),1
COc1ccc(-c2cnnc(NCCCN3CCCCC3CO)n2)cc1 (stereo unspecified),7
O=C(c1ccco1)N1CCN(C(=O)C2CCN(c3ccccc3)C2=O)CC1 (stereo unspecified),0

# Molecules above containing an aryl thioether with sulfur outside any ring:
SMILES,RBX1-CUL1 inh
COc1ccc(Sc2ccccc2/C=N\NC(N)=O)cc1OC,-15
CSc1ccc(NC(=O)Cn2nnnc2-c2ccccc2F)cc1,-1
CCc1cc2c(=O)n(-c3ccc(Cl)cc3)c(SCC(=O)c3ccccc3)nc2s1,-11
COC(=O)c1c(-c2ccc(Cl)cc2)csc1NC(=O)CSc1ccccc1,-8
CCOC(=O)c1sc2nc(SCc3ccccc3)nc(-c3ccc(Cl)cc3)c2c1N,-4
C=CCSc1nc(N)c2c(C)c(C)sc2n1,-2
CC(=O)N1CCc2c(sc(NC(=O)CSc3ccc(C)cc3)c2-c2nc3ccccc3s2)C1,-1
COc1ccc(OC)c(NC(=O)c2ccc(CSc3ncccn3)cc2)c1,8
Nn1c(SCc2ccc(F)cc2)nc2sc(-c3ccccc3)cc2c1=O,10
CCOC(=O)c1ccc(NC(=O)CSc2nnc(CNc3ccc(F)cc3)o2)cc1,7
CN(C(=O)CSc1nc2ccccc2[nH]1)c1ccc(F)cc1,-8
CSc1ccc(C2C3=C(CC(c4ccccc4)CC3=O)OC(=N)C2C#N)cc1 (stereo unspecified),-9
COc1ccc(OC)c(NC(=O)CSc2nccn2-c2cc(C)cc(C)c2)c1,-4
COC(=O)c1ccccc1SCC(=O)Nc1nccs1,-1
C=CCn1c(CNc2cccc3ccccc23)nnc1SC(C)C(=O)N/N=C/c1ccc(O)cc1O (stereo unspecified),-6

# An excerpt; the hit share may differ from the screen's.
